AddAB inh = less growth of phage-infected E. coli with AddAB; E. coli expressing H. pylori AddAB, absorbance growth; inhibition, % at 11.9 µM; hit rate 0.29% among 330,000; AID 435030; in the data active = inhibition above about 12%;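 note: 0% = vehicle wells of infected cells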
E coli growth = reduces bacterial viability in AddAB counter-screen. E. coli V3065 growth, OD600 absorbance, 18 h. inhibition, % at 11.9 µM. hit rate 0.27% among 330,000. AID 449728;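 active = inhibition above the campaign's mean inhibition across all tested compounds plus 3 SD, cut at about 9.9% in these data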;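 note: uninfected addAB+ strain grown without phage in ampicillin broth; 0% = DMSO wells and 100% = ciprofloxacin 0.95 µg/ml wells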
Pemphigus Ab inh = human desmoglein-3 autoantibody binding inhibition; P32926; AID 588358; binding (percent of control), % at 10 µM; DSG3-coupled beads, scFv-anti-DSG3-GFP binding, flow cytometry; hits give low values; hit rate 0.48% among 310,000;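 active = binding more than 3 SD below its plate's average and above zero; inconclusive = below that plate limit but binding exactly zero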;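 note: hits lower antibody fragment binding to DSG3; some compounds called inactive have numbers as strong as hits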
PfHsp90 yeast 2 = reduces growth (ATP signal) of yeast expressing P. falciparum Hsp90; hit rate 0.32% among 310,000; inhibition, % at 9.4 µM; S. cerevisiae expressing PfHsp90, BacTiter-Glo ATP, 48 h; yeast lacking PDR1 and PDR3 efflux regulators;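 active = every replicate shows inhibition above about 80%, whatever the replicate mean, limit read from the data; inconclusive = mean inhibition reaches the set limit but some replicate falls short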;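 note: 0% = DMSO neutral controls and 100% = 20 µM radicicol positive controls; yeast relying on Plasmodium falciparum Hsp90 in place of its own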
phage Ecoli inh = E. coli growth loss with phage present; inhibition, % at 11.9 µM; growth absorbance; hit rate 0.26% among 360,000; in the data active = inhibition above about 11%
HTR5A inv ctr = inverse agonist of human HTR5A in OPRM1-OPRD1 counter-screen | hit rate 0.083% among 340,000 | AID 504634 | P47898 | inhibition, % at 9.3 µM | HTR5A cell line, luminescence, inverse agonism; in the data active = inhibition mostly above about 23%, no sharp cut-off; inactive = mostly below about 18%;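 note: 0% = cells with DMSO and 100% = no-cell wells with DMSO; some compounds called inactive have numbers as strong as hits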
OPRM1-OPRD1 ag = agonists of human mu-delta opioid receptor heterodimerization; P35372+P41143; activation, % at 9.3 µM; cells, OPRM1-OPRD1 heterodimerization, luminescence; AID 504326; hit rate 0.3% among 340,000; in the data active = activation above about 18%;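 note: 0% = vehicle-treated cells and 100% = reference agonist; values of inactives mirror those of a sister screen read the other way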
Target sequence (P35372 whole entry, looked up): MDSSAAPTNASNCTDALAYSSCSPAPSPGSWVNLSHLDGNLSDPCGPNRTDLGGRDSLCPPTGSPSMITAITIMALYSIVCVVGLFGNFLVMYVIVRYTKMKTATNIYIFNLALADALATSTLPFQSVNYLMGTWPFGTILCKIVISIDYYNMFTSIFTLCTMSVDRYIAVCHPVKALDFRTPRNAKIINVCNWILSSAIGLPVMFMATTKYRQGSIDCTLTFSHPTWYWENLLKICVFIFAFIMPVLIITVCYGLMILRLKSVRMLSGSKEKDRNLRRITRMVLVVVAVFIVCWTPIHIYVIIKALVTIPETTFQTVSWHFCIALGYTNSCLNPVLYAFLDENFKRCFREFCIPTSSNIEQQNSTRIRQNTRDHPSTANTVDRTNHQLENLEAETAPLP
Target sequence (P41143 whole entry, looked up): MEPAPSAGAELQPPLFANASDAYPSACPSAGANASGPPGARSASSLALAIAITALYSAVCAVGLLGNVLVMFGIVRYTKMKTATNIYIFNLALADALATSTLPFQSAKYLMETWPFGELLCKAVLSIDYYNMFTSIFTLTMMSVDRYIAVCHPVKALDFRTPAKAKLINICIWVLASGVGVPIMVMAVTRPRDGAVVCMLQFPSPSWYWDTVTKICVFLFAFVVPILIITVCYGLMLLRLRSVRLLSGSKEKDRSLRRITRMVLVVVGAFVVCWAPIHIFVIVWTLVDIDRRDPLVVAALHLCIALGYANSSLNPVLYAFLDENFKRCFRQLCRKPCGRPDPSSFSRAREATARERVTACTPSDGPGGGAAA
SUMO Mot1 rescue = SUMOylation pathway inhibition by Mot1-301 growth rescue; growth rescue, % at 18.8 µM; S. cerevisiae Mot1-301 growth rescue, ATP luminescence, 38.5C; percent above DMSO median, 100 means doubled; hit rate 1% among 320,000;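 active = every valid replicate shows activation above 250% relative to neutral control wells; inactive = the rest, any valid replicate at or below 250%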;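 note: OY570 slx delta 5 strain wells were the positive control but not used for scaling; some compounds called inactive have numbers as strong as hits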
HTR5A ag = HTR5A agonism, opioid heterodimer counter-screen | P47898 | HTR5A agonist assay, luminescence, cell-based | activation, % at 9.3 µM | hit rate 0.61% among 340,000; in the data active = activation mostly above about 9.5%, no sharp cut-off; inactive = mostly below about 7.6%;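 note: 0% = cells with vehicle only and 100% = reference agonist; strong numbers were not always called active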
MOR-DOR inv ag = inverse agonists of human mu-delta opioid receptor heterodimerization. cell-based MOR-DOR heterodimer luminescence, inverse agonism. hit rate 0.21% among 340,000. inhibition, % at 9.3 µM. AID 504357. P35372+P41143; in the data active = inhibition above about 22%, passing the limit was not always enough;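 note: 0% = cells with DMSO and 100% = wells without cells with DMSO; values of inactives mirror those of a sister screen read the other way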
PKA-R1A act = activates the PKA-R1A holoenzyme complex; P00514+P68181; PKA-R1A dissociation, Cy5-IP20 fluorescence polarization; scaled: DMSO 0%, 113 µM cGMP 100%; activation, % at 11.4 µM; hit rate 0.083% among 340,000;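 active = percent activation above the mean of all tested compounds plus 3 SD, cut at about 19% in these data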;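 note: higher means more PKAc released from R1A so a rise in polarization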
* = called active by the depositor; u = inconclusive; x = no result given.

SMILES | AddAB inh | E coli growth | Pemphigus Ab inh | PfHsp90 yeast 2 | phage Ecoli inh | HTR5A inv ctr | OPRM1-OPRD1 ag | SUMO Mot1 rescue | HTR5A ag | MOR-DOR inv ag | PKA-R1A act
CCc1cc(=O)oc2cc(C)cc(OCC(=O)NC3CCN(Cc4ccccc4)CC3)c12 | 0.3 | -2.6 | 103.6 | 7.4 | 2.5 | 9.3 | -3.0 | -2.2 | -2.1 | 15.8 | -1.2
CC[C@@]1(C(=O)OC)N[C@H](CN(C)S(=O)(=O)c2ccccc2)[C@@H]2C(=O)N(Cc3ccccc3)C(=O)[C@@H]21 | 2.9 | 1.1 | 95.2 | 9.1 | 1.8 | -10.9 | 0.0 | -2.7 | 2.9 | 0.1 | -5.9
COc1ccc(CCN(C)S(=O)(=O)c2ccc(Cl)nc2)cc1OC | 1.4 | -1.1 | 101.0 | -10.6 | 4.5 | -6.2 | -2.6 | -1.8 | 2.2 | 14.2 | -12.8
NC(=O)C1CCCN(C(=O)CCCNC(=O)c2ccc(Cl)cc2)C1 (stereo not given) | 0.7 | 3.1 | 108.6 | 11.4 | 1.7 | -0.1 | -1.8 | -1.1 | 0.1 | 10.2 | -2.0
CCCC(=O)NCn1nnc(-c2ccc(Cl)cc2)n1 | x | x | 104.0 | 8.7 | 2.4 | 16.2 | -3.5 | x | 0.1 | 16.6 | -13.3
COc1cc2[nH]c(=S)n(C3CCCC3)c(=O)c2cc1OC | 1.8 | 1.8 | 98.8 | -12.1 | 0.9 | 6.1 | -0.4 | -17.1 | -1.2 | 2.0 | -4.8
Cc1cc(NC(=O)Cc2ccc(Br)cc2)no1 | 1.8 | -2.0 | 98.4 | -23.3 | 1.1 | -21.0 | -0.3 | -3.1 | -1.0 | 1.5 | 2.6
CC(=O)c1cccc(NC(=S)Nc2ccn(Cc3cccc4ccccc34)n2)c1 | -0.9 | 0.5 | 101.9 | -18.8 | 1.9 | 16.9 | -1.2 | x | -4.3 | 6.1 | -17.1
CC(C)C(=O)Nc1ccc(C(=O)N/N=C/C2CC3C=CC2C3)cc1 (stereo not given) | 1.4 | 0.9 | 84.4 | 12.6 | 4.1 | 0.4 | 1.6 | 10.8 | -0.2 | -10.8 | -0.6
Cc1ccc(NS(=O)(=O)c2ccc(C(C)C)cc2)cc1S(=O)(=O)N1CCOCC1 | 1.9 | 3.7 | 101.3 | -7.3 | 1.1 | 21.4 | 4.5 | 3.2 | 3.0 | -17.8 | -15.8
Cc1ccc(-n2c3c(cc(C(=O)NCCCN4CCOCC4)c2=O)C(=O)CC(C)(C)C3)cc1 | 2.7 | 1.0 | 103.7 | -0.7 | 1.4 | 3.7 | 0.6 | -5.6 | -1.3 | -3.1 | 11.1
O=C(Cc1ccc(F)cc1)Nc1cccc(-c2ccc3nncn3n2)c1 | 2.6 | -1.1 | 94.9 | 20.6 | 1.7 | 16.0 | -2.1 | 2.5 | -0.2 | 11.0 | -14.2
C[C@H](NC(=O)c1ccco1)C(=O)N1CCN(c2ccc(C(F)(F)F)cn2)CC1 | 1.9 | 1.7 | x | 11.9 | 5.0 | -2.0 | -0.5 | 26.0 | 0.7 | 2.0 | -6.0
Cc1ccc(-n2nnc3c(=O)n(Cc4ccccc4C)cnc32)cc1 | -1.0 | 1.2 | 96.4 | 17.6 | 2.6 | 19.4 | -2.7 | -11.0 | -2.1 | 14.6 | -8.2
CCn1ccnc1[C@@H]1C[C@H]2CN(Cc3cccc(Cl)c3)C(=O)[C@]23CCCN13 | 0.0 | -1.4 | 85.5 | -18.7 | 3.6 | -14.2 | -1.0 | 8.3 | 5.7 | 6.3 | -7.8
O=c1[nH]c2c(s1)C(c1cccnc1)C1C3CCC(C3)C1S2 (stereo not given) | 0.7 | 0.0 | 94.1 | -0.7 | x | -15.4 | -3.0 | -15.9 | 4.9 | 15.7 | -10.2
COc1ccc(-c2c(C)nn3c(Cl)c(C)c(C)nc23)cc1 | -4.1 | -3.5 | 101.3 | 1.8 | 1.8 | -15.0 | -1.0 | 1.1 | 4.1 | 4.8 | -13.1
CN(CC(=O)Nc1ccc(Cl)c(S(=O)(=O)N(C)C)c1)Cc1ccccc1 | 3.5 | 1.1 | 97.6 | -23.7 | 1.6 | -2.6 | 0.6 | -17.3 | -1.3 | -3.8 | -1.2
COc1ccc(N=C2C=CC(=O)O2)cc1 | x | x | 112.3 | u | 1.9 | -4.7 | -2.3 | x | 1.1 | 12.0 | 5.1
O=C(CSc1ncn[nH]1)Nc1ccc(Br)cc1F | -1.0 | 0.6 | 98.9 | 18.9 | 3.3 | -2.8 | -1.1 | 260.7 | -1.0 | 6.1 | 5.0
CCc1ccccc1Nc1nc(N)nc(COC(=O)CCC(=O)c2ccc(F)cc2)n1 | 0.4 | 0.2 | 108.0 | -28.2 | x | -4.0 | -4.0 | 17.3 | -2.7 | 15.1 | 6.3
CCOC(=O)N1CCN(C(=O)CSc2nc3c(cnn3-c3ccc(Cl)cc3)c(=O)[nH]2)CC1 | -0.8 | 0.7 | 107.4 | -8.5 | 3.1 | 8.2 | -0.2 | -9.9 | 3.1 | 1.3 | -2.2
COc1ccc(N2CCN(C(=O)Nc3ccccc3Cl)CC2)cc1 | 3.9 | 2.4 | 100.2 | 17.4 | 4.3 | -8.1 | -2.0 | 2.8 | 0.5 | 10.2 | 1.0
COc1ccc(NC(=O)c2cc(NC(=O)C3CCCCC3C(=O)O)ccc2N2CCOCC2)cc1 (stereo not given) | -0.1 | -1.0 | 110.1 | -2.1 | 0.1 | 7.7 | -2.3 | 7.9 | -0.7 | 12.1 | 9.5
Nc1ccc(-n2nncc2-c2ccco2)cc1 | -2.3 | -4.8 | 104.4 | 20.6 | 3.4 | 12.7 | -1.9 | 1.4 | -3.9 | 10.0 | -2.1
CCC(Sc1nc2sc(C(=O)OC)c(C)c2c(=O)n1N)C(=O)NCC1CCCO1 (stereo not given) | -0.1 | 0.0 | 95.9 | x | 3.2 | 1.9 | -0.9 | -6.9 | 1.3 | 5.0 | -4.4
CNc1[nH]ncc1[N+](=O)[O-] | -0.5 | 1.5 | 98.5 | 16.8 | 2.5 | 13.8 | -1.9 | -1.9 | -5.3 | 10.8 | -11.4
COc1ccccc1NCC(=O)NN=C1CCS(=O)(=O)c2ccc(F)cc21 | 0.5 | 1.1 | 97.6 | x | -0.1 | -6.4 | -2.7 | -14.4 | 2.6 | 11.8 | -3.1
N#CCCN1CCCN(CCC#N)CCN(CCC#N)CCCN(CCC#N)CC1 | -0.2 | -2.9 | 97.7 | 16.4 | -1.0 | 3.4 | -3.3 | -6.6 | -0.9 | 14.9 | -8.3
O=C(COC(=O)CCNS(=O)(=O)c1ccccc1F)Nc1nnc(-c2ccccc2)o1 | 0.2 | -0.7 | 98.2 | x | 0.2 | -6.2 | -2.2 | 0.1 | 2.5 | 11.4 | -8.0
CCOC(=O)c1csc(NC(=O)c2ccc(S(=O)(=O)N3CCCC3)cc2)n1 | 0.9 | 0.2 | 105.5 | 4.8 | 3.7 | -5.7 | -0.8 | 10.0 | 1.6 | 4.5 | -16.6
Clc1cnc(N/N=C/c2ccncc2)c(Cl)c1 | 1.1 | -1.8 | 100.6 | 2.2 | 1.7 | 0.9 | -1.2 | 45.9 | -0.4 | 6.7 | 2.9
Cc1ccc(Nc2nc3nonc3[nH]c2=O)cc1Cl | 0.6 | 0.6 | 104.0 | 3.4 | 4.5 | -12.4 | -1.3 | -4.9 | 4.6 | 6.4 | -4.8
COc1ccc(C(=O)NCC(=O)OCC(=O)NC(=O)c2ccc(C(C)(C)C)cc2)cc1OC | 1.5 | 0.7 | 100.6 | 12.3 | 1.6 | -5.5 | -1.3 | -2.6 | 1.5 | 6.8 | -4.7
CC(NC(=O)CCSc1nc(-c2ccco2)cc(C(F)(F)F)n1)c1ccccc1 (stereo not given) | 2.6 | -2.7 | x | 68.9 | 2.1 | 3.7 | 3.7 | -5.7 | -5.3 | -19.3 | 5.3
Cc1c(C(=O)c2ccccc2)oc2ccc3ccccc3c12 | 2.5 | 0.7 | 98.2 | 8.1 | 1.9 | 0.9 | -1.1 | 7.9 | -5.1 | 5.8 | -5.2
CCOC(=O)c1csc(NC(=O)C(C)(C)C)n1 | 1.5 | 0.3 | 103.5 | 7.3 | 2.5 | -4.8 | -2.0 | 3.7 | 1.7 | 10.2 | -1.1
COc1ccc(-c2nc(CN3CCN(c4ccccc4OC)CC3)c(C)o2)cc1 | 1.2 | -0.5 | 96.8 | -16.2 | 2.0 | 11.8 | 0.7 | -9.9 | -4.3 | -3.0 | -6.1
COc1ccccc1/C=N/NC(=O)NC12CC3CC(CC(C3)C1)C2 | 1.8 | -0.3 | 107.4 | -3.1 | 4.2 | -22.3 | 6.6 | 170.9 | 6.0 | -31.5 | -10.6
O=C(Oc1ccc(-c2cnc3ccccc3n2)cc1)c1cc([N+](=O)[O-])ccc1Cl | 4.4 | 4.3 | x | -38.9 | 4.2 | 15.1 | -0.8 | -7.9 | -6.3 | 3.1 | -7.0
O=c1[nH]cc(-c2ccccc2)c(=O)[nH]1 | 1.9 | -2.0 | 96.5 | 4.2 | 0.2 | 1.4 | 0.3 | 7.7 | -0.4 | -1.2 | 2.3
CCn1c(=S)sc2c(=O)n(CC(=O)Nc3ccccc3OC)c(C)nc21 | 1.5 | -1.8 | x | -8.4 | -0.7 | -4.6 | -2.5 | -0.6 | 2.9 | 13.7 | 0.3
O=C(CSc1nnnn1-c1ccccc1)Nc1nsc(-c2ccccc2)n1 | 1.9 | 0.8 | 97.2 | -9.4 | 1.8 | -17.3 | -2.2 | 2.5 | 0.6 | 11.2 | -13.8
O=S(=O)(/C=C/c1ccccc1)N1CCN(c2ccccc2)CC1 | 1.2 | 0.7 | 111.5 | 11.6 | 0.4 | -9.7 | 0.1 | -5.8 | 3.8 | -0.6 | -9.6
Cc1nn(C(=O)Cn2ccc([N+](=O)[O-])n2)c(C)c1Br | 1.6 | -1.8 | 110.8 | 11.9 | 2.4 | 4.1 | 0.3 | -17.8 | -1.6 | -2.1 | 4.6
CC1c2cc3c(cc2CCN1C(=O)c1cccc(Cl)c1)OCCCO3 (stereo not given) | 4.7 | -3.8 | 99.6 | -22.1 | 1.1 | 9.6 | 1.4 | 60.3 | -2.6 | -7.6 | -7.5
O=C(Cn1c(=O)oc2cc(S(=O)(=O)N3CCCC3)ccc21)Nc1ccc(C(F)(F)F)cc1 | 0.5 | 0.9 | 101.7 | 4.5 | 1.6 | -37.0 | -0.8 | 162.4 | 0.0 | 4.6 | -0.8
CS(=O)(=O)c1cccc(C(=O)Nc2ccc(-c3nc4ccccc4[nH]3)cc2)c1 | 3.2 | -1.0 | x | -25.9 | -0.6 | 11.1 | 0.3 | -6.7 | -2.7 | -1.4 | -5.0
COc1cccc2oc(-c3ccco3)cc(=O)c12 | 3.9 | -1.1 | 92.2 | -12.1 | 2.1 | -25.4 | -1.1 | 26.2 | 8.7 | 6.3 | -0.4

Bioassay records: PubChem BioAssay, several laboratories
